Compound activity deposited in PubChem BioAssay by Sanford-Burnham Center for Chemical Genomics.
CCR6 antag = antagonists of human CCR6 receptor | 340,000 tested, 0.49% active | AID 493098 | CHO-K1 CCR6 PathHunter beta-arrestin, luminescence, CCL20-stimulated | inhibition, % at 20 µM;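 active = compounds whose inhibition of the agonist-driven luminescence signal at 20 µM reaches about 50%, limit read from the data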;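 note: cells stimulated with CCL20 at 14 nM final; plate controls were DMSO with CCL20 for no effect and DMSO without agonist for full effect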
Target sequence (P51684 whole entry, looked up): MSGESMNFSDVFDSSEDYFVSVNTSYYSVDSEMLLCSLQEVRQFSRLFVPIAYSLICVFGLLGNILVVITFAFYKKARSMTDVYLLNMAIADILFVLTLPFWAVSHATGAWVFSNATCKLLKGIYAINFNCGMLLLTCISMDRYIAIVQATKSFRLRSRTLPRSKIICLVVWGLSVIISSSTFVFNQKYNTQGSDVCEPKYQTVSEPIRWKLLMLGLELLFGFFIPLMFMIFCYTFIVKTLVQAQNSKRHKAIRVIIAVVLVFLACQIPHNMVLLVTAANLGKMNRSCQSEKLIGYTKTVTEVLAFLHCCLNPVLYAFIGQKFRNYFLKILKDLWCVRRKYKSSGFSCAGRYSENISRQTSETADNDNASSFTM
Gli-Sufu block = Gli-Sufu pathway antagonism. Sufu-KO-LIGHT fibroblasts, Gli luciferase reporter luminescence. inhibition, % at 5 µM. 340,000 tested, 0.74% active. AID 588413;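 active = inhibition above about 55%, limit read from the data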;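 note: 0% = DMSO-treated cells and 100% = wells with medium but no cells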
NR3A LBD binder = modulates the human NR3A ligand-binding domain. 340,000 tested, 2.5% active. Tm shift relative to glycine control, % at 25 µM. AID 1259313. NR3A LBD differential scanning fluorimetry, Tm shift; 0% = protein alone, 100% = glycine-bound protein;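 active = melting temperature shift of at least 10% of the positive control shift, at one fixed dose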
EBI2 block = antagonists of human EBI2 receptor; EBI2 beta-arrestin recruitment, luminescence, 7a,25-OHC stimulated; 360,000 tested, 0.81% active; inhibition, % at 5 µM; P32249; AID 651636; in the data active = inhibition above about 38%;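 note: enzyme fragment complementation signal reports receptor beta-arrestin coupling in cells; 0% = agonist plus DMSO wells and 100% = wells without agonist; some results beyond the cut were filed as inactive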
Target sequence (P32249 whole entry, looked up, the tested form may be a part): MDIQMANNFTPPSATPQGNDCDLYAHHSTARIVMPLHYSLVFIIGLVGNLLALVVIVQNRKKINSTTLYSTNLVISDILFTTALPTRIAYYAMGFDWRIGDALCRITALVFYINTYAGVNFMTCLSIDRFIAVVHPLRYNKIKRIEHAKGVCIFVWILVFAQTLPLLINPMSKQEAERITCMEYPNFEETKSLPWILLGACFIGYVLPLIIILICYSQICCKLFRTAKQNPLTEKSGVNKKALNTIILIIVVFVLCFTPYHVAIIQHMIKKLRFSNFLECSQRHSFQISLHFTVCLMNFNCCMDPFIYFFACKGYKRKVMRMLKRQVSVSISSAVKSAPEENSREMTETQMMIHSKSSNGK
A3A deaminase = human APOBEC3A DNA deaminase inhibition; 330,000 tested, 0.41% active; P31941; inhibition, % at 20 µM; recombinant A3A, FAM/TAMRA ssDNA deamination fluorescence;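 active = at least 40% inhibition at 20 µM here, with at most 30% in a related deaminase screen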;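 note: plate controls were A3A with DMSO for no effect and wells lacking A3A enzyme for full effect; some results filed as inactive read as strong as hits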
Target sequence (P31941 whole entry, looked up): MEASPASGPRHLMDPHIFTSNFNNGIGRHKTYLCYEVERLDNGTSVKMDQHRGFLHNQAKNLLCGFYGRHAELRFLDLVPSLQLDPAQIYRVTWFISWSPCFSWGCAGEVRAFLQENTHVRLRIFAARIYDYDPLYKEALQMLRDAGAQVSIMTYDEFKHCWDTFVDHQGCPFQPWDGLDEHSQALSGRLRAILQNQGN
MPTP block = blocks calcium-induced mitochondrial swelling | 360,000 tested, 1.4% active | inhibition, % at 10 µM | isolated mouse mitochondria, Ca2+ swelling absorbance, 30 min;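 active = inhibition of 50% or more, scaled per plate between neutral and stimulator controls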;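 note: 0% = DMSO wells given calcium and 100% = 1 mM EGTA wells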
APOBEC3G inh = inhibitors of human APOBEC3G DNA deaminase; Q9HC16; recombinant A3G, ssDNA deamination FAM/TAMRA fluorescence; inhibition, % at 20 µM; 330,000 tested, 0.28% active;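 active = inhibition of at least 40% at 20 µM, with no more than 30% in the related APOBEC3A deaminase screen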;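 note: plate controls were DMSO wells with A3G for no effect and wells lacking A3G enzyme for full effect; some compounds called inactive have numbers as strong as hits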
CXCR6 inh = CXCR6 (human) receptor inhibition. CHO-K1 PathHunter CXCR6 beta-arrestin, luminescence. O00574. 360,000 tested, 0.36% active. inhibition, % at 20 µM. AID 602244; in the data active = inhibition above about 34%, passing the limit was not always enough;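 note: antagonist mode with CXCL16 agonist at 10 nM final; 0% = 10 nM CXCL16 with DMSO and 100% = unstimulated wells without agonist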
An asterisk follows results filed as active; nt = no result given.

Sample of the layout:
SMILES	CCR6 antag	Gli-Sufu block	NR3A LBD binder	EBI2 block	A3A deaminase	MPTP block	APOBEC3G inh	CXCR6 inh
CCc1cc2cccc(C)c2nc1SCC(=O)Nc1cc(C)on1	10	-2	-1	3	-2	-1.0	-11	11
Cc1cc([N+](=O)[O-])c(N2CCC[C@@H]2C(=O)O)c([N+](=O)[O-])c1	-1	3	0	-4	-2	-1.4	-2	5
O=C(c1cc2ccccc2o1)N1CCCC1	14	-12	-1	-5	-4	-2.7	-19	3
O=C/C=C/c1coc2ccc3ccccc3c2c1=O	5	-3	0	nt	10	nt	3	nt
COc1ccccc1C(=O)NC(=O)COC(=O)c1cnc(C)cn1	6	-12	-1	-5	-4	-0.4	-3	2
NS(=O)(=O)c1ccc(CNC(=O)Cc2ccc(S(=O)(=O)N3CCOCC3)s2)cc1	3	-3	1	8	-2	-1.5	-12	-1
N#CC(C#N)=Cc1ccc(OC(=O)c2ccccn2)cc1	7	0	1	-4	nt	-6.7	nt	11

All compounds of this part, previewed entries included:
SMILES	CCR6 antag	Gli-Sufu block	NR3A LBD binder	EBI2 block	A3A deaminase	MPTP block	APOBEC3G inh	CXCR6 inh
CCc1cc2cccc(C)c2nc1SCC(=O)Nc1cc(C)on1	10	-2	-1	3	-2	-1.0	-11	11
Cc1cc([N+](=O)[O-])c(N2CCC[C@@H]2C(=O)O)c([N+](=O)[O-])c1	-1	3	0	-4	-2	-1.4	-2	5
O=C(c1cc2ccccc2o1)N1CCCC1	14	-12	-1	-5	-4	-2.7	-19	3
O=C/C=C/c1coc2ccc3ccccc3c2c1=O	5	-3	0	nt	10	nt	3	nt
COc1ccccc1C(=O)NC(=O)COC(=O)c1cnc(C)cn1	6	-12	-1	-5	-4	-0.4	-3	2
NS(=O)(=O)c1ccc(CNC(=O)Cc2ccc(S(=O)(=O)N3CCOCC3)s2)cc1	3	-3	1	8	-2	-1.5	-12	-1
N#CC(C#N)=Cc1ccc(OC(=O)c2ccccn2)cc1	7	0	1	-4	nt	-6.7	nt	11
Cn1ncc([N+](=O)[O-])c1C(=O)Nc1cccc(Cl)c1	18	5	-3	-3	nt	0.1	nt	-4
c1ccc(Cc2nnc3n2CCCCC3)cc1	-14	32	1	-7	4	3.1	-1	-2
COc1ccc(C)c(-n2c(N)cc(=O)n(Cc3ccccc3)c2=O)c1	10	2	0	-2	2	1.1	-2	5
O=C(Nc1nnc(-c2cccs2)s1)c1cccc(F)c1	0	-5	-7	-4	4	-1.1	-6	-5
O=C(O)CCC(=O)NNC(=O)COc1ccc2ccccc2c1Br	7	-2	-3	-3	4	-0.2	0	2

Compound profiles, as listed above.
Cn1ncc([N+](=O)[O-])c1C(=O)Nc1cccc(Cl)c1 as listed: CCR6 antag: 18; Gli-Sufu block: 5; NR3A LBD binder: -3; EBI2 block: -3; A3A deaminase: nt; MPTP block: 0.1; APOBEC3G inh: nt; CXCR6 inh: -4
O=C(Nc1nnc(-c2cccs2)s1)c1cccc(F)c1 as listed: CCR6 antag: 0; Gli-Sufu block: -5; NR3A LBD binder: -7; EBI2 block: -4; A3A deaminase: 4; MPTP block: -1.1; APOBEC3G inh: -6; CXCR6 inh: -5
CCc1cc2cccc(C)c2nc1SCC(=O)Nc1cc(C)on1 as listed: CCR6 antag: 10; Gli-Sufu block: -2; NR3A LBD binder: -1; EBI2 block: 3; A3A deaminase: -2; MPTP block: -1.0; APOBEC3G inh: -11; CXCR6 inh: 11

Carrying on:
SMILES	CCR6 antag	Gli-Sufu block	NR3A LBD binder	EBI2 block	A3A deaminase	MPTP block	APOBEC3G inh	CXCR6 inh
O=C(CN1CCC(n2nnc3cc(F)ccc32)CC1)N1CCc2ccccc2C1	8	7	-1	-2	-6	1.9	-7	-5
CCn1c(NC(=O)C(C)C)c(-c2ccccc2)c(=O)c2ccccc21	9	6	0	10	-1	0.7	-2	-5
Cc1c(/C(O)=C2/C(=O)C(=O)N(Cc3cccnc3)C2c2ccccn2)cnn1-c1ccccc1 (centres undefined)	1	36	-5	2	1	0.6	3	-5
N#C/C(=C\c1ccc(N2CCOCC2)c([N+](=O)[O-])c1)c1nc2ccccc2[nH]1	14	0	1	-22	-5	8.8	-7	10
COC(=O)C1C(c2ccc(OC)cc2)Nc2nnc(C(F)(F)F)n2C1(C)O (centres undefined)	2	3	1	-9	3	-2.7	-2	-4
Cc1ccc(N/N=C/c2c(O)cc(C)oc2=O)cc1	17	-9	-1	-6	1	-2.0	24	-14
Cc1csc(NC(=O)CCC(=O)c2cccs2)n1	1	-12	1	-8	1	-1.4	-6	-1
COc1ccccc1NC(=S)N(Cc1ccccn1)Cc1ccccc1Cl	3	38	0	-17	-1	-0.2	-13	-2
CCOc1cc(N2CCOCC2)c(OCC)cc1NC(=O)COc1ncnc2ccc(Br)cc12	-7	11	-2	3	-2	-1.9	0	4
CCOC(=O)C1=C(N)Oc2cc(C)oc(=O)c2C1c1cccnc1 (centres undefined)	9	-17	1	5	0	20	-5	-7
Cc1c(N=C2N=C(NC(=O)c3cccs3)c3ccccc32)c(=O)n(-c2ccccc2)n1C	23	8	-2	-12	3	0.7	-9	20
Cn1nc(-c2ccccc2)c2cc(C(=O)O)sc21	10	-2	0	0	-3	2.0	-7	-6
COc1ccc(S(=O)(=O)N2CCCC(C(=O)NC3CCCC3)C2)cc1OC (centres undefined)	1	-27	-2	-5	1	-1.5	-9	-4
Cc1cc(C)c(C(=O)Nc2ccc(S(=O)(=O)Nc3ccccn3)cc2)c(C)c1	17	2	3	6	-3	-0.7	-7	-1
O=c1[nH]cc(NCCc2ccccc2)c(=O)[nH]1	21	-6	-2	-8	1	0.0	-6	0
COc1ccc(C(=O)c2ccc(N(C)C)cc2)c(OC)c1	1	-5	0	26	0	-1.1	-11	-3
CCCCCCCCCNC(=O)[C@H](NC(=O)COc1ccccc1)[C@@H]1NC(C(=O)OC)C(C)(C)S1 (some centres undefined)	6	18	0	0	-4	0.5	-6	10
COc1ccc(-c2c(C)nc3c(-c4ccccn4)cnn3c2N)cc1	4	40	0	4	nt	0.9	nt	2
COc1cccc([C@@H]2CC=C(C(=O)O)[C@H](c3ccccc3)N2S(=O)(=O)c2ccc(C)cc2)c1	-8	5	0	-3	-3	-1.1	-13	8
CCN(C(=N)N=C(N)N)c1ccccc1	11	-5	-3	-4	4	-0.2	0	4
CCN1C(=O)/C(=C/c2cccs2)N(C)C1=S	19	0	1	-16	1	-0.1	-1	0
C=CCc1cc(Cl)ccc1OCCOCCNC(C)(C)C	18	16	0	-8	0	-0.3	-2	-2
COCCn1c(=O)[nH]c2cc(C(=O)N3CCN(c4ccccc4OC)CC3)ccc2c1=O	2	4	-1	-2	-3	-0.2	-4	-7
COc1ccc(-n2c(COc3cccc4cccnc34)nnc2SCC(=O)O)cc1	-16	-4	0	5	-1	0.2	-11	-10
CCCCCCCCCS(=O)(=O)N/N=C/c1cccc([N+](=O)[O-])c1	4	4	18*	-1	-1	64*	-1	8
CCCOc1ccc(C(=O)Nc2ccc(NC(=O)c3cccs3)cc2)cc1	13	-13	14*	-2	0	-2.4	-7	-6
CC(=O)NC(NC(=S)Nc1cccc(Br)c1)C(Cl)(Cl)Cl (centres undefined)	10	-7	-5	5	2	95*	-4	-7
Cn1c(CN2CCOCC2)nnc1SCC(=O)NCCc1ccccc1	-7	4	0	6	-6	0.2	-6	4
COc1ccc(N(CC(=O)NC2CCCC2)C(=O)CCC(=O)Nc2cc(C)on2)cc1	10	-2	-2	7	-1	-3.0	-6	-2
COc1ccc2c(c1)OC[C@H]1[C@H]2N2C(=O)CN(Cc3ccc(F)cc3)C(=O)[C@@]2(C)[C@H]1c1ccccc1	-3	8	-6	14	-1	-1.0	-11	10
CC1CN(S(=O)(=O)c2cccc(C(=O)Nc3ccc(S(=O)(=O)Nc4ncccn4)cc3)c2)CC(C)O1 (centres undefined)	-9	8	-2	-3	nt	-0.7	nt	-2
Cc1ccc(-c2ccccc2)n1-c1ccc(C(=O)O)cc1	0	-11	0	-12	-2	4.7	-5	-3
CCCNC(=O)Nc1cc(C)on1	8	-11	3	-7	0	-0.4	1	-7
O=C1Nc2ccc(S(=O)(=O)N3CCOCC3)c3cccc1c23	-4	2	0	-10	7	-2.3	1	-3
CCCc1ccc(-c2cc(C(=O)NC3=NCCS3)c3ccccc3n2)cc1	-19	-69	2	22	-1	1.3	-4	11
CCOc1ccc(-c2nnc(NC(=O)C3CCCC3)o2)cc1	0	13	0	5	-3	0.2	-6	5
CCOC(=O)c1cnc(-c2ccc(C(F)(F)F)cn2)[nH]c1=O	10	-1	-2	1	1	1.1	-3	0
O=C(O)CCCCCCCCc1cn(CN2C(=O)c3ccccc3C2=O)nn1	3	-13	-1	-11	-2	1.0	-16	0
O=C1CN(C(=O)c2ccc(F)c(S(=O)(=O)N3CCOCC3)c2)c2ccccc2N1	1	-9	-1	-3	0	0.2	-5	-6
COc1cc(OC)cc(-c2ncc3ccccn23)c1	10	-2	-1	9	-9	-1.4	0	-9
CC1=CC(c2ccc(Cl)cc2)n2nc(NC(=O)CCC(=O)O)nc2N1 (centres undefined)	5	7	0	0	1	0.7	-2	-3
COc1cc(/C=N/NC(=O)c2cccc3ccccc23)ccc1OCC(N)=O	-7	8	-1	10	-2	-0.7	-2	3
Cc1cccc(NC(=O)CSc2nnc(-c3ccncc3)n2CC2CCCO2)c1 (centres undefined)	14	37	0	-8	-3	-2.2	-9	-1
COc1ccc(S(=O)(=O)N(C)C[C@@H]2Oc3ccc(NS(C)(=O)=O)cc3C(=O)N([C@@H](C)CO)C[C@H]2C)cc1	11	-4	0	-8	-2	-1.4	-11	2
Cc1cccn2c(=O)c(C=NCc3ccco3)c(Nc3ccc(SC(F)F)cc3)nc12	-1	15	-1	11	-1	-1.0	-4	-2
CCC(C(=O)NCc1ccco1)n1nc(-c2ccc(OC)cc2)ccc1=O (centres undefined)	-15	-5	-1	-1	4	-3.4	-2	-14
O=C(O)CC1(CC(=O)NCc2cc(F)cc3c2OCOC3)CCCCC1	-3	0	0	-5	-2	1.8	-2	-5
Nc1nc(COc2ccc3ccccc3c2)cs1	-15	-68	-2	15	0	0.0	-11	-5

A different layout for part of the listing above.
O=C1Nc2ccc(S(=O)(=O)N3CCOCC3)c3cccc1c23
  CCR6 antag = -4
  Gli-Sufu block = 2
  NR3A LBD binder = 0
  EBI2 block = -10
  A3A deaminase = 7
  MPTP block = -2.3
  APOBEC3G inh = 1
  CXCR6 inh = -3

COc1ccc2c(c1)OC[C@H]1[C@H]2N2C(=O)CN(Cc3ccc(F)cc3)C(=O)[C@@]2(C)[C@H]1c1ccccc1
  CCR6 antag = -3
  Gli-Sufu block = 8
  NR3A LBD binder = -6
  EBI2 block = 14
  A3A deaminase = -1
  MPTP block = -1.0
  APOBEC3G inh = -11
  CXCR6 inh = 10

Next part.
SMILES	CCR6 antag	Gli-Sufu block	NR3A LBD binder	EBI2 block	A3A deaminase	MPTP block	APOBEC3G inh	CXCR6 inh
Cc1nn(-c2ccccc2)c(C)c1NC(=O)COC(=O)Cc1ccccc1F	2	-5	1	2	1	-1.8	-1	-9
COC(=O)c1ccc(OCC(=O)NC(C)(C)C)cc1	1	-4	0	-3	2	-0.4	-2	0
N#CCCn1cc(CNCc2ccccc2)c(-c2cccc([N+](=O)[O-])c2)n1	-5	16	0	5	-1	1.9	-2	10
COc1ccc(NC(=O)c2ccc(OC(F)F)cc2)cc1Cl	15	-116	-5	46*	-1	5.4	-6	-4
COc1ccc(OCC(=O)N2CCN(C(=O)c3cccs3)CC2)cc1	10	-9	-1	50*	0	-0.5	-4	-2
Cc1cc(C(=O)N2CCN(S(C)(=O)=O)CC2)cs1	-6	1	1	-6	-2	-2.1	-7	0
O=C(c1ccccc1)c1c[nH]cc1-c1ccccc1	7	1	1	-3	-4	5.0	-6	-9
CC(C)(C)OC(=O)N1CCC[C@H]1c1nnc(SCc2cccc(Cl)c2)o1	11	3	1	6	-1	3.8	2	-12
Cc1cccc(NCc2ccc(O)c3ncccc23)c1	-11	-2	-9	-8	0	2.1	5	-16
